# Screening data deposited in PubChem by National Center for Advancing Translational Sciences (NCATS).
# USP2a inh: USP2a (human) protease inhibition. Potency, µM (titrated, usually from 38.3 µM), inactives show at the highest dose activity change, negative = inhibition, most hits filed as inhibitors. USP2 core, Ub-CHOP2 coupled fluorogenic reporter, 485/531. actives 0.01% (n = 330,000);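 also: potency is read from the fitted curve at half-maximal effect; plate controls were DMSO wells for no effect and full inhibition by NEM control for full effect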
# Target sequence (O75604 whole entry, looked up): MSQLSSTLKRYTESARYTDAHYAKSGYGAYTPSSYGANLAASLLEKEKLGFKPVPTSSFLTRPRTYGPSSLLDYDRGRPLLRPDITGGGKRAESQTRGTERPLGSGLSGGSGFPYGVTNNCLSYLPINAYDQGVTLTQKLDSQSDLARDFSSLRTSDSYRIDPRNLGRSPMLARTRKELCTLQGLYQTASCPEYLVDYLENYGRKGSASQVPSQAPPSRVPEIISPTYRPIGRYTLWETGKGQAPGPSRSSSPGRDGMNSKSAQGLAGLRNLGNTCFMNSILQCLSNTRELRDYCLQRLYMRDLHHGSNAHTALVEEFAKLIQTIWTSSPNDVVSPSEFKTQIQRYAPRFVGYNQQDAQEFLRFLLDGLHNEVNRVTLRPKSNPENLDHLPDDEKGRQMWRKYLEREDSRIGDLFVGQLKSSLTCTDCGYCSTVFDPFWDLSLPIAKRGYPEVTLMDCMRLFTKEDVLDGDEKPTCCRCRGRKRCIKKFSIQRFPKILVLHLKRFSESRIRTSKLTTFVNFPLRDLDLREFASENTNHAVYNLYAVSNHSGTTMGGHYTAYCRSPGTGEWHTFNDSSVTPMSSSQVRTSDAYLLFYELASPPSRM
#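 Cell-free coupled assay: 10nM USP2 core preincubated 30min RT with compound in Tris-HCl pH 8.0/CaCl2/CHAPS buffer, then 25nM Ub-CHOP2 and 25nM reporter substrate; fluorescence (Ex 485/Em 531) read after 60min RT, normalized to NEM inhibition, concentration-response curves fitted.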
# Tb PFK block: blocks T. brucei phosphofructokinase; O15648; T. brucei PFK, ADP-Glo luminescence; Potency, µM (top dose mostly 57.5 µM), for the others: at the highest dose activity, negative = inhibition, most hits filed as inhibitors; actives 0.17% (n = 330,000);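 also: potency is read from the fitted curve at half-maximal effect; 0% = uninhibited 1x PFK enzyme wells and -100% = no-enzyme wells; nearly all actives have a fitted effect of over 60% in size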
#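 PFK 1.25 nM, F6P 0.5 mM, ATP 0.1 mM, 0.1 M TEA pH 8.0, 5 mM MgCl2, 0.01% Tween20, 0.1% BSA; 45 min RT. ADP-Glo readout. qHTS titration up to 57 uM; curves fitted, compounds curve-classed.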
# TSHR antag: blocks TSH signaling through the human TSH receptor; activity change, negative = inhibition, % at 11.5 µM; TSHR-expressing cells, TSH-stimulated cAMP HTRF, 2 h; stronger effect = lower value; actives 0.2% (n = 330,000); P16473;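 active = activity change below a set negative limit, meaning inhibition stronger than a set level, cut at about -70% in these data; inconclusive = activity change between two set negative limits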; also: % is scaled to controls: 0 for no effect and ±100 for the full control effect
#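 Cell-based HTRF cAMP assay; TSHR cells + compound, TSH EC80 (4nM final), 2 h, 37 deg C. Lysis with anti-cAMP cryptate and cAMP-d2, 30 min RT, read 665/620 nm.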
# uPA generation: cell surface uPA generation inhibition; cell surface uPA generation assay, qHTS; Potency, µM (highest dose often 38.3 µM), for the others: at the highest dose activity change, negative = inhibition, usual class: inhibitors; AID 540303; actives 0.31% (n = 330,000); active = well fitted inhibition curve with a large enough effect; inconclusive = small, poorly fitted or top-dose-only effect; inactive = no such curve, though single readings can be large or run the other way; tested in mouse RAW 264.7 cells; also: potency is read from the fitted curve at half-maximal effect; % is scaled to controls: 0 for no effect and ±100 for the full control effect; nearly all actives have a fitted effect of over 55% in size
# TCR act: activates T cell receptor signaling. Potency, µM (highest dose often 9.22 µM), for the others: at the highest dose activation of IL-2 secretion, usual class: activators. primary human leukocytes, anti-CD3, IL-2 HTRF, 48 h. 330,000 tested, under 10 active. AID 504894; also: % of control where 0% means no effect
#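 1) Mix primary human leukocytes, a-CD3 beads and compound. 2) Incubate 48 hr. 3) Add HTRF IL-2 reagents (a-IL-2-K, a-IL-2-d2).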
# Mito fusion yeast: inhibitors of mitochondrial division or activators of mitochondrial fusion. S. cerevisiae fusion-defective mutant growth rescue, CellTiterGlo 48 h. Potency, µM (highest dose often 46.1 µM), for the others: top-dose growth rescue (activation), usual class: activators. actives 0.23% (n = 320,000). AID 485298;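 also: potency is read from the fitted curve at half-maximal effect; % of control where 0% means no effect; nearly all actives have a fitted effect of over 45% in size; temperature-sensitive fusion mutants such as fzo1-1 at 37 °C on non-fermentable ethanol glycerol medium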
#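 Yeast fusion mutant, YPEG (non-fermentable carbon), compound, 48 h at 37C non-permissive; CellTiterGlo added, 10 min RT, luminescence read. Rescued growth = division inhibition.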
# B2AR arrestin: beta2AR (human) beta-arrestin recruitment activity; AID 492947; actives 0.02% (n = 330,000); Potency, µM (doses to about 46.1 µM), for inactives: top-dose activation, actives largely listed as activators; beta-arrestin recruitment to beta2AR, cell-based reporter;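 also: potency is read from the fitted curve at half-maximal effect; 0% = DMSO controls and full agonism = EC100 isoproterenol or metaproterenol; nearly all actives have a fitted effect of over 65% in size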
# Target sequence (P07550 whole entry, looked up): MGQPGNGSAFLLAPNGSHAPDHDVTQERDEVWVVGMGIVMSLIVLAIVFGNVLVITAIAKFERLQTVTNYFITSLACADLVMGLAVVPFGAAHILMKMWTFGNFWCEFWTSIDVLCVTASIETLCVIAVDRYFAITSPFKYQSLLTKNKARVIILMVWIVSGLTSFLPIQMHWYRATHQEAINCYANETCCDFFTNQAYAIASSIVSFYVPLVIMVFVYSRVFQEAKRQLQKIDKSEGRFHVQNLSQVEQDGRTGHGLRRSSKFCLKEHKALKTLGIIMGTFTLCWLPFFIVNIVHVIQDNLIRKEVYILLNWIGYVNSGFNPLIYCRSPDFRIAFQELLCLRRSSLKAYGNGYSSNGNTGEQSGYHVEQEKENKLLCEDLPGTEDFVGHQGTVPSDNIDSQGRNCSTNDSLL
# ELG1 repair inh: inhibitors of ELG1-dependent DNA repair in HEK293T cells | HEK293T ELG1-luciferase reporter, luminescence, 16 h; DNA damage induced by 5-fluorouridine | Potency, µM (series often up to 46.1 µM), without a hit: at the highest dose activity change, negative = inhibition, usual class: inhibitors | actives 2.3% (n = 330,000) | AID 504467; also: potency is read from the fitted curve at half-maximal effect; % is scaled to controls: 0 for no effect and ±100 for the full control effect; nearly all actives have a fitted effect of over 55% in size
#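 Step one: seed 2,000 cells per well. Step two: pin-transfer compound or DMSO alongside 5-fluorouridine. Step three: incubate 16 hr, 37 °C, 5% CO2. Step four: add ONE-Glo, wait 30 min, read luminescence.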
# TSG101-PTAP inh: blocks PTAP/TSG101 interaction to inhibit HIV-1 budding. AID 493005. Potency, µM (top dose mostly 115 µM), inactives show at the top dose activity change, negative = inhibition, most hits filed as inhibitors. 340,000 tested, under 10 active. Fluorescence polarization, FITC-PTAP peptide / Tsg101 binding; active = well fitted inhibition curve with a large enough effect in the main read-out, with a control signal flat, not every such curve was filed as active; inconclusive = small, poorly fitted or top-dose-only effect, or effect the other way, or a change in a side signal; inactive = no such curve, though single readings can be large or run the other way; also: potency is read from the fitted curve at half-maximal effect; % of control where 0% means no effect
#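 Compounds were pin-transferred onto Tsg101 binding domain (10 uM final) in HEPES pH 7.5 buffer, then FITC-PTAP peptide was added at 50 nM final. After 20 min at RT, polarization reported peptide displacement across a qHTS concentration series.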
# Eya2 phos inh: inhibitors of human Eya2 phosphatase activity. O00167. recombinant Eya2, OMFP fluorescence dephosphorylation (OMFP is methylfluorescein phosphate). Potency, µM (doses to about 76.9 µM), inactives show top-dose activity, negative = inhibition, actives largely listed as inhibitors. actives 0.006% (n = 330,000); also: potency is read from the fitted curve at half-maximal effect; % is scaled to controls: 0 for no effect and ±100 for the full control effect
#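 Eya2 (0.2 uM) preincubated 10 min at ambient with compound, then OMFP substrate added at 50 uM; 10 min reaction in 50 mM HEPES pH 7.5, 50 mM NaCl, 5 uM MgCl2, 0.05% BSA, 1 mM DTT. Fluorescence read at Ex 485/Em 525 nm.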
# BCR signal inh: chronic active BCR signaling inhibition | ABC-DLBCL IkBa-CBG/CBR reporter, luminescence ratio, 4 h | Potency, µM (doses to about 46.1 µM), without a hit: top-dose ratio change, negative = lower green/red ratio, most hits filed as inhibitors | actives 0.05% (n = 340,000); active = well fitted inhibition curve with a large enough effect in the signal ratio, with a control signal flat, not every such curve was filed as active; inconclusive = small, poorly fitted or top-dose-only effect, or effect the other way, or a change in a side signal; the % refers to the signal ratio;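 also: potency is read from the fitted curve at half-maximal effect; plate controls were basal doxycycline-induced cells for no effect and cells given 10 µM MG132 for full effect; MG132 reads +100%, hits lower the ratio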
#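 Compounds up to 46 uM were incubated four hours with TMD8 cells whose green CBG68 luciferase is fused to IkappaBalpha; red CBR luminescence normalised the signal, and concentration-effect curves were fitted to fusion, red and ratio data.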
# * hit, by the source's call; ? = inconclusive; nt = no result given; [ ] = another dose, or the depositor's remark. Unless noted, calls follow the shape of the dose curve; as a rule, active = well fitted curve in the direction sought with a large enough effect; inconclusive = small, poorly fitted or top-dose-only effect, or another doubt; inactive = no such curve, though single readings can be large; an effect the other way counts as inactive or inconclusive. Random draw from the library; 3% or so of the library scored in one or more.
# Start of the listing, in advance:
SMILES,USP2a inh,Tb PFK block,TSHR antag,uPA generation,TCR act,Mito fusion yeast,B2AR arrestin,ELG1 repair inh,TSG101-PTAP inh,Eya2 phos inh,BCR signal inh
O=C(O)c1cc([N+](=O)[O-])c(Nc2cccc3ccccc23)c([N+](=O)[O-])c1,-2%,-1%,-16,-2%,-5%,7%,-0.4%,8%,-6%,8%,?
O=C1c2ccccc2NC(c2ccc(O)cc2)N1Cc1ccco1 (configuration not stated),1%,-4%,-2,1%,4%,-1%,0.2%,-4%,-2%,-27%,12%

# This part in full, from the start:
SMILES,USP2a inh,Tb PFK block,TSHR antag,uPA generation,TCR act,Mito fusion yeast,B2AR arrestin,ELG1 repair inh,TSG101-PTAP inh,Eya2 phos inh,BCR signal inh
O=C(O)c1cc([N+](=O)[O-])c(Nc2cccc3ccccc23)c([N+](=O)[O-])c1,-2%,-1%,-16,-2%,-5%,7%,-0.4%,8%,-6%,8%,?
O=C1c2ccccc2NC(c2ccc(O)cc2)N1Cc1ccco1 (configuration not stated),1%,-4%,-2,1%,4%,-1%,0.2%,-4%,-2%,-27%,12%
CCn1ncc(Br)c1C(=O)NC(C)c1ccccc1 (configuration not stated),1%,1%,6,-1%,2%[46.1 µM],1%,0.0%,-1%,-1%,-1%,-4%
COc1cc(C(c2c(C)[nH][nH]c2=O)c2c(C)[nH][nH]c2=O)cc(Br)c1OC,-5%,-2%,14,-15%,-3%,-2%,-0.5%,1%,-8%,-8%,?
Cc1ccc(C(=O)Nc2cccc(C(=O)NC3CCCC3)c2)cc1,-1%,-4%,-2,-24%,-1%,6%,0.5%,-5%,nt,1%,?
O=C(CCCC(=O)c1ccccc1)NCc1ccccc1,2%,-1%,23,-7%,5%,20%,0.4%,-8%,-3%,0%,?
Cc1noc(C)c1NC(=O)Nc1cccc2c1O[C@H](CN(C)C(=O)Nc1ccc3c(c1)OCO3)[C@@H](C)CN([C@H](C)CO)C2=O,2%,1%,-12,12%,-6%,nt,-0.4%,?,-3%,0%,-4%
Cc1cc(=O)oc2c(C)c(OCC(=O)N3CC[C@@]4(O)CCCC[C@H]4C3)ccc12,4%,1%,-11,-2%,-3%,1%,-0.6%,13%,-2%,2%,-2%
CSc1ccc(CCNC(=O)c2nn(C)c3c2CS(=O)(=O)c2ccccc2-3)cc1,-2%,0%,-5,-4%,5%,0%,0.2%,26µM*,-3%,8%,0%
O=C1c2ccccc2[C@@H]2C[C@H](NC34CC5CC(CC(C5)C3)C4)[C@@H](O)CCN12,-1%,4%,39,55%[activator],9%[46.1 µM],nt,-1.2%,2%,-5%,-3%,-2%
CN(C(=O)CCc1nnc(CCCCc2ccccc2)o1)C1CC(C)(C)NC(C)(C)C1,-1%,6%,-1,nt,-5%,-7%,0.3%,-17%,-1%,0%,?
CCOc1cc(C(=O)N2CCN(c3ccc(C(C)=O)cc3)CC2)cc(OCC)c1OCC,-2%,-5%,-9,nt,4%,-10%,-0.3%,7%,-3%,13%,-3%
COc1ccc(NC(=O)C2CCN(C(=O)c3cccs3)CC2)cc1OC,3%,-1%,1,4%,-1%,-4%,0.1%,-5%,-9%,3%,-16%
Cc1noc(C)c1S(=O)(=O)Nc1ccc(C(=O)O)cc1,-1%,-6%,7,2%,2%,-1%,0.0%,1%,-7%,9%,0%
COc1ccc(S(=O)(=O)N(C)C)cc1NCC(=O)Nc1cccc(C#N)c1,-15%,0%,4,0%,0%,-6%,0.1%,-17%,-3%,-17%,5%
Cc1cc(NC(=O)COc2ccc3oc4ccccc4c3c2)no1,1%,-2%,-11,-1%,7%,-8%,0.1%,12%,-4%,0%,6%
CCC1=C(OC(=O)N(CC)CC)N2C(=O)OC(=NCCc3c[nH]c4ccccc34)[C@]2(Cc2ccccc2)[C@H]2C1=CC[C@H]1C(=O)NC(=O)[C@H]12,-8%,2%,10,-35%,-4%,-7%,-0.4%,?,1%,-14%,?
CCN(CCCNC(=O)C1c2ccccc2C(=O)N(CCOC)C1c1ccc(F)cc1)Cc1ccccc1 (configuration not stated),2%,0%,-2,3%,-28%,5%,0.0%,-3%,-2%,-14%,0%
Cc1cccc(N2CCN(c3nc4ccc(Cl)cc4n4cnnc34)CC2)c1C,-1%,-4%,24,6%,-1%,3%,2.8%,-1%,-4%,0%,3%
C/C(=N\NC(=O)C(O)c1ccccc1)c1ccc(Br)s1 (configuration not stated),1%,-13%,-2,-6%,-20%,14%,-0.1%,2%,-9%,-3%,-2%
COc1ccc(N2CCN(C(=O)CCNC(=O)Cn3ccc4ccccc4c3=O)CC2)cc1,1%,-5%,6,7%,5%,-3%,0.1%,-15%,-9%,-7%,2%
CN(C)CC(C)(C)CNC(=O)CC1C(=O)NCCN1Cc1ccc(-c2ccccc2)cc1 (configuration not stated),-1%,1%,-3,-2%,-1%,-14%,-0.3%,0%,-3%,-1%,0%
Cc1ccc(-c2csc3nc(C)n(N)c(=O)c23)cc1,1%,4%,-3,12%,7%,11%,-0.2%,5%,-1%,6%,4%
Cc1nc2ccccc2n1CC(=O)N/N=C/c1cccnc1,-1%,1%,0,8%,0%,-4%,0.0%,1%,-6%,-3%,?
CC(OC(=O)CCCOc1ccccc1)C(=O)Nc1ccc(Cl)cn1 (configuration not stated),-2%,-4%,-9,?,1%,9%,0.0%,1%,0%,1%,-6%

# Later entries.
SMILES,USP2a inh,Tb PFK block,TSHR antag,uPA generation,TCR act,Mito fusion yeast,B2AR arrestin,ELG1 repair inh,TSG101-PTAP inh,Eya2 phos inh,BCR signal inh
Cc1ccc(Br)c(NS(=O)(=O)c2cccc(C(=O)N3CCNC(=O)C3)c2)c1,2%,-3%,-3,0%,-10%,nt,-1.1%,12%,-3%,2%,1%
CCOc1ccccc1NC(=S)N(Cc1cc2ccc(C)cc2[nH]c1=O)CC1CCCN1CC (configuration not stated),-1%,5%,12,-4%,-11%[46.1 µM],-1%,0.2%,6%,1%,-17%,-4%
O=C(CSc1oc(-c2ccco2)nc1S(=O)(=O)c1ccc(Cl)cc1)NCC1CCCO1 (configuration not stated),-1%,1%,12,-2%,4%,5%,-3.7%,5%,-2%,-11%,-2%
Cc1ccc(S(=O)(=O)CCC(=O)Nc2nc(-c3cccnc3)cs2)cc1,2%,2%,-7,-4%,0%,0%,-0.3%,2%,1%,-1%,?
C[C@@H](O)C1NC(=O)[C@H](CCCCN)NC(=O)c2cc([N+](=O)[O-])cc(F)c2NCCCC[C@@H](C(N)=O)NC1=O (some centres not stated),-4%,8%,8,-1%,0%,-6%,-0.9%,5%,2%,6%,-1%
CCC(C)NC(=O)C1CCN(S(=O)(=O)c2cc([N+](=O)[O-])ccc2Cl)CC1 (configuration not stated),1%,4%,4,-10%,-14%,4%,0.0%,5%,-2%,2%,-1%
CC(=O)Nc1ccc(S(=O)(=O)NCCC(=O)OCc2ccc([N+](=O)[O-])cc2)cc1,0%,0%,7,-1%,6%,-11%,-0.9%,-1%,-1%,-4%,0%
COC(=O)c1ccc(/C=C/c2c(-c3ccc(OC)cc3)sc3ccccc23)cc1,4%,0%,-5,0%,4%,nt,0.0%,?,3%,-34%,0%

# Sorted by the number under Tb PFK block (lowest first): 5 of the compounds above
molecule	Tb PFK block
Cc1ccc(Br)c(NS(=O)(=O)c2cccc(C(=O)N3CCNC(=O)C3)c2)c1	-3%
CC(=O)Nc1ccc(S(=O)(=O)NCCC(=O)OCc2ccc([N+](=O)[O-])cc2)cc1	0%
CCC(C)NC(=O)C1CCN(S(=O)(=O)c2cc([N+](=O)[O-])ccc2Cl)CC1 (configuration not stated)	4%
CCOc1ccccc1NC(=S)N(Cc1cc2ccc(C)cc2[nH]c1=O)CC1CCCN1CC (configuration not stated)	5%
C[C@@H](O)C1NC(=O)[C@H](CCCCN)NC(=O)c2cc([N+](=O)[O-])cc(F)c2NCCCC[C@@H](C(N)=O)NC1=O (some centres not stated)	8%
